GSTO1 inh: counter-screen for RBBP9 inhibitors: inhibitors of human GSTO1; 1.1% of 300,000 active; AID 1974; recombinant GSTO1, activity-based probe fluorescence polarization; P78417; inhibition, % at 5.96 µM;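 active means inhibition above the campaign mean inhibition plus 3 SD, cut at about 35% in these data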;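 further: 0% = GSTO1-1 with DMSO and 100% = wells lacking GSTO1-1 enzyme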
Fam108B inh: counter-screen for RBBP9 inhibitors: inhibitors of mouse Fam108B. recombinant Fam108B, FP-Rh probe fluorescence polarization. 0.33% of 300,000 active. inhibition, % at 9.51 µM. AID 1947;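 active means inhibition above the screen mean inhibition plus 3 SD, computed separately per campaign, cut at about 18% in these data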;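 further: inhibitors lower polarization as less probe binds the enzyme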
MCL1 BIM primary: inhibitors of human MCL1 binding to BIM-BH3 peptide; inhibition, % at 10.9 µM; 0.68% of 320,000 active; GST-MCL1 / FITC-Bim-BH3 fluorescence polarization; Q07820;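 active means inhibition above the mean inhibition of all tested compounds plus 3 SD, set per campaign, cut at about 40% in these data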;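 further: 0% = DMSO wells and 100% = unlabeled Bim-BH3 peptide control; higher means more loss of mP so more displacement of Bim peptide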
Target sequence (Q07820 whole entry, looked up): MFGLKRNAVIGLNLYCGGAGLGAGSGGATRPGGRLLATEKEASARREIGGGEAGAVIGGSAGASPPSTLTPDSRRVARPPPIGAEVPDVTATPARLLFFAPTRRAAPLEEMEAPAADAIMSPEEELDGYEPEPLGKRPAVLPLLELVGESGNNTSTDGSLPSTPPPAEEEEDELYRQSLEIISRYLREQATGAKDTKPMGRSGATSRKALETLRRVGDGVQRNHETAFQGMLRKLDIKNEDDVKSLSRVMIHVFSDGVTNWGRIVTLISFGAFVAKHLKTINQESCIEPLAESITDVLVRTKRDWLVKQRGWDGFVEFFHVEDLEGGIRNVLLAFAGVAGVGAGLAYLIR
TPT1 inhibitor: inhibitors of Candida albicans tRNA 2'-phosphotransferase TPT1. recombinant caTPT1, FP RNA substrate dephosphorylation. inhibition, % at 5 µM. 0.81% of 300,000 active. AID 1962;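 active means inhibition above the mean of all tested compounds plus 3 SD, set per screening campaign, cut at about 24% in these data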;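 further: plate controls were DMSO alone for no effect and ferristatin control at 100 nM for full effect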
GLD-1 RNA inh: GLD-1-TGE RNA interaction inhibition (C. elegans). purified GLD-1 + fluorescein TGE RNA, fluorescence polarization. inhibition, % at 5.96 µM. 0.44% of 320,000 active. AID 2280;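 active means percent inhibition above a per-plate cutoff, the plate mean of test compounds plus 3 SD, cut at about 30% in these data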;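 further: 0% = DMSO wells with GLD-1 and probe and 100% = wells lacking GLD-1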
MEX-5 binding: C. elegans MEX-5 TCR-2 RNA binding activity | Q9XUB2 | activity score (negative = inhibition of binding), % at 10 µM | MEX-5/FITC-TCR2 RNA binding, fluorescence polarization; stronger effect = lower value | 0.38% of 300,000 active;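 active means inhibition past about -25% in most replicates, and total fluorescence under double the plate's negative control median, limit read from the data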;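 further: 0% = DMSO and -100% = 5 µM competing unlabeled TCR2 RNA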
PME-1 inh: PME-1 (human) inhibition | inhibition, % at 5.9 µM | 0.53% of 320,000 active | AID 2130 | recombinant PME-1, FP-Rh probe fluorescence polarization;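 active means inhibition above the campaign mean of all compounds plus 3 SD, cut at about 26% in these data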;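 further: competitive labeling of PME-1 active site by serine hydrolase directed probe; 0% = PME-1 with DMSO and 100% = wells lacking PME-1 enzyme; inhibitors block probe labeling so polarization falls and inhibition rises; many of its hits are not listed in these tables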
BCLXL inh: inhibitors of human Bcl-xL; Q07817; GST-Bcl-xL / FITC-Bim BH3 peptide fluorescence polarization; inhibition, % at 10.9 µM; 0.7% of 320,000 active; AID 2129;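 active means inhibition above the mean of all tested compounds plus 3 SD, cutoff set per campaign, cut at about 30% in these data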;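 further: 0% = DMSO wells and 100% = unlabeled Bim-BH3 peptide competitor; inhibitors lower millipolarization by displacing the labeled peptide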
PAD4 inh: inhibitors of human PAD4; AID 485272; inhibition, % at 6.36 µM; recombinant PAD4, RCA probe fluorescence polarization; 0.41% of 330,000 active;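 active means percent inhibition above a cutoff equal to the mean of all tested compounds plus 3 SD, cut at about 15% in these data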;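 further: 0% = PAD4 with RCA probe and DMSO and 100% = probe without PAD4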
Target sequence (Q9UM07 whole entry, looked up): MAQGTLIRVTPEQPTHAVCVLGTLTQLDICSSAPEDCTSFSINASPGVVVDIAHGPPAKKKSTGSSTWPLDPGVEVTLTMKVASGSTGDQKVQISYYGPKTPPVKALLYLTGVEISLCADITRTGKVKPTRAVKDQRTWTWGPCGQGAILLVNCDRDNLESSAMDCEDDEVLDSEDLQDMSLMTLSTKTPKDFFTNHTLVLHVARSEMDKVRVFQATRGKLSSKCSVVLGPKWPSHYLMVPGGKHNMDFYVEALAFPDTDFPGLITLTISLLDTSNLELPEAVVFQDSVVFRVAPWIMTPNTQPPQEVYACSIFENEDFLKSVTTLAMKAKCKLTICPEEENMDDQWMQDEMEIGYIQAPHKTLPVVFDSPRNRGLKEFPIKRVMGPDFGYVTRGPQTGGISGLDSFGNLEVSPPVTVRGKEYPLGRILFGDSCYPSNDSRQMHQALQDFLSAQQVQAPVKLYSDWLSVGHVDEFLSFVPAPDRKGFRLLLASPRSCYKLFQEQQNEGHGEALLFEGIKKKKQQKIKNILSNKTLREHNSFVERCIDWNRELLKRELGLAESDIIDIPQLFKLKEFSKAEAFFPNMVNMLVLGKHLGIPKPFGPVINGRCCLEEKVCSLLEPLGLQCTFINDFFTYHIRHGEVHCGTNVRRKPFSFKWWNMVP
* marks the source's active call; other numbers are inactive results; . = no result given; & = joins results of further samples.

Results follow in this order: GSTO1 inh, Fam108B inh, MCL1 BIM primary, TPT1 inhibitor, GLD-1 RNA inh, MEX-5 binding, PME-1 inh, BCLXL inh, PAD4 inh
Cn1c(SCC(=O)NCCc2ccccc2)nc2c([nH]c3ccccc32)c1=O
    0, 0, -4, 4, -5, -1.0, 0, -3, 0
CCOC(=O)C1=C(COC(=O)c2cc(Br)c(Br)s2)NC(=O)NC1C (configuration not stated)
    8, -1, 6, 1, 14, -0.3, 2, 2, -2
CCOC(=O)N1CCN(S(=O)(=O)N2CCCC(C(=O)NC(C)c3ccccc3)C2)CC1 (configuration not stated)
    4, 2, -3, 1, -4, 1.7, 1, -4, -4
CC(C)(C)c1ccc(Cn2cnc(-c3ccc([N+](=O)[O-])cc3)c2)cc1
    -5, 7, -11, 4, 6, 0.9, -6, -3, 0
Cc1ccc(NC(=O)CC(N)=S)cc1
    56*, -3, 10, -3, 1, -0.3, -8, 7, 5
CC1CCCCC12NC(=O)N(CC(=O)Nc1ccc(N3CCOCC3)cc1)C2=O (configuration not stated)
    3, -3, -4, 0, -5, 1.6, 7, 1, -5
CSCC(=O)N1CCCC(CO)(Cc2ccccc2C)C1 (configuration not stated)
    1, -6, 4, -8, 2, -4.0, 0, 4, 5
Cc1ccc(Cl)c(OCC(=O)NCC(c2cccs2)N2CCOCC2)c1 (configuration not stated)
    -2, 0, -2, 1, -1, -1.0, 7, 3, -1
O=C(NC1CCCCC1)c1ccc(CNc2c(N3CCOCC3)c(=O)c2=O)cc1
    5, -2, 1, -4, 2, -1.2, 1, 10, -1
CC1CCCCC1NC(=O)COC(=O)c1ccc(S(=O)(=O)N2CCOCC2)cc1 (configuration not stated)
    1, -2, 4, -3, -1, 0.0, 5, 0, 4
COc1cc(C(CCN2CCCC2)c2c(OC)cc(OC)c3c(C)cc(=O)oc23)cc(OC)c1OC (configuration not stated)
    9, 1, 2, -3, -4, 1.7, 1, 7, 1
COc1ccc(N2CCN(Cc3nc(N)nc(N4CCCc5ccccc54)n3)CC2)cc1
    1, -7, -1, 4, 5, -5.0, -1, -2, -2
CCn1c(C)nc([N+](=O)[O-])c1C(=O)O
    -1, 0, -11, 0, -2, 0.9, 1, -5, -5
Cc1ccc(N=Nc2ccc(O)c3ncccc23)cc1C
    4, 1, 17, 4, 7, 0.1, 9, 7, -2
COc1ccc(Cc2nc(C(=O)Nc3ccc(Cl)cc3)cs2)cc1
    4, -9, 6, -3, 3, 3.9, -9, 8, -6
CCC(=O)NC(=S)Nc1cccc(NC(=O)c2ccccc2C)c1
    -6, -4, 4, -2, 4, 1.1, 5, 2, -4
O=C(OC(C(=O)NCc1ccccc1)c1ccccc1F)c1ccco1 (configuration not stated)
    6, 0, 3, -2, -5, 0.1, -2, 8, 1
Cc1ccc(OC(=O)c2ccccc2P(=O)(O)O)cc1
    0, -6, -4, 3, -2, -5.2, -4, 0, -3
C=CCn1c(SCC(=O)Nc2cc(C)nn2-c2ccccc2)nnc1C1CCCCC1
    -5, 1, -1, 0, 4, -2.4, -5, 0, 1
O=S(=O)(c1ccc2c(c1)oc1ccccc12)N1CCOCC1
    -4, 0, 4, 0, 3, 2.1, -1, 8, -4

Part of the list above, with each value named.
> C=CCn1c(SCC(=O)Nc2cc(C)nn2-c2ccccc2)nnc1C1CCCCC1
  GSTO1 inh = -5
  Fam108B inh = 1
  MCL1 BIM primary = -1
  TPT1 inhibitor = 0
  GLD-1 RNA inh = 4
  MEX-5 binding = -2.4
  PME-1 inh = -5
  BCLXL inh = 0
  PAD4 inh = 1

> CC1CCCCC1NC(=O)COC(=O)c1ccc(S(=O)(=O)N2CCOCC2)cc1 (configuration not stated)
  GSTO1 inh = 1
  Fam108B inh = -2
  MCL1 BIM primary = 4
  TPT1 inhibitor = -3
  GLD-1 RNA inh = -1
  MEX-5 binding = 0.0
  PME-1 inh = 5
  BCLXL inh = 0
  PAD4 inh = 4

> CC1CCCCC12NC(=O)N(CC(=O)Nc1ccc(N3CCOCC3)cc1)C2=O (configuration not stated)
  GSTO1 inh = 3
  Fam108B inh = -3
  MCL1 BIM primary = -4
  TPT1 inhibitor = 0
  GLD-1 RNA inh = -5
  MEX-5 binding = 1.6
  PME-1 inh = 7
  BCLXL inh = 1
  PAD4 inh = -5

(next part)
Results follow in this order: GSTO1 inh, Fam108B inh, MCL1 BIM primary, TPT1 inhibitor, GLD-1 RNA inh, MEX-5 binding, PME-1 inh, BCLXL inh, PAD4 inh
CC(C)c1cccc(C(C)C)c1NC(=O)CNCC(O)c1ccccc1 (configuration not stated)
    -3, -1, 2, 0, -3, -1.5, 4, 5, 3
CCOC(=O)CSc1nc2cc3c(cc2cc1C#N)OCCO3
    11, -2, 4, -7, -4, 1.5, 34*, 6, -2
CC(Oc1ccc2ccc(=O)oc2c1)C(=O)NCCCn1ccnc1 (configuration not stated)
    3, 1, 2, -1, -3, -0.8, 3, 3, 1
CN(C(=O)Nc1ccc(Cl)cc1)n1cnc2ccccc2c1=O
    2, -1, -1, -2, 6, -3.2, -1, 2, 2
CCOc1cc(N2CCOCC2)c(OCC)cc1NC(=O)c1ccc2ncsc2c1
    ., ., -7, ., 5, ., -6, -9, -6
O=C(Cc1cccc2ccccc12)Nc1ccc(Br)cc1C(=O)O
    -22, -3, -10, -3, 0, 2.1, -8, 3, -2
CC(=O)c1c(C)c(C)c2n1CCn1c(C)ccc1-2
    1, -3, 31, 1, 18, -7.8, -5, 36*, -1
COc1ccc(N(C)S(=O)(=O)c2cccc(C(=O)Nc3nc4ccccc4[nH]3)c2)cc1
    -27, -8, -7, 1, 2, 0.3, -8, -4, 1
Nc1ccc2nc(-c3cccnc3)[nH]c2c1
    4, 2, 13, 6, 4, -4.3, 4, 6, 0
O=C(NCc1ccco1)c1cnn2c(C(F)(F)F)cc(-c3ccco3)nc12
    -5, 0, 1, -5, 8, 0.5, -3, -3, -3
CCn1c(SCC(=O)NCCc2ccc(F)cc2)nnc1-c1cccs1
    5, -1, -6, 0, 0, -1.2, -2, -2, -1
CN(C)C1(CNC(=O)c2cccc(S(=O)(=O)NCc3ccccc3)c2)CCCCC1
    ., ., -1, ., -3, ., 3, 1, 0
COc1cc(OC)c(NC(=O)CCNC(=O)Cn2cnc3ccccc3c2=O)cc1Cl
    7, 5, -3, 2, 1, 0.6, 1, 1, -1
CC1CCN(C(=O)C2CCN(S(=O)(=O)c3ccc(-n4cnnn4)cc3)CC2)CC1
    1, -5, 2, 0, 6, 1.6, 3, 4, 2
COCCNc1nc(Cl)c(C#N)s1
    0, 2, 1, -6, -4, -3.0, -3, 0, 4
O=C(/C=C/c1ccccc1)NCC1(c2ccccc2)CCOCC1
    -1, -2, 8, -1, 9, 2.2, 1, 3, 0
COc1ccc(CCNC(=O)c2ccc3c(c2)S(=O)(=O)N=C2CCCCCN23)cc1
    4, 2, 1, -1, -3, -1.2, 4, 4, 5
Cc1ccc(Cn2ccc(NC(=O)c3cc(-c4ccccc4)on3)n2)cc1
    4, 5, -5, 1, 5, -0.5, 6, -3, 4
CN1/C(=C/C(=S)NC(=O)C2(C)CC2(Cl)Cl)C(C)(C)c2ccccc21 (configuration not stated)
    5, 9, -1, 2, 11, -1.1, -1, 9, -7
COc1ccc(-n2ncc(C(C)NS(=O)(=O)c3ccc(C(C)=O)cc3)c2C)cc1 (configuration not stated)
    3, 1, 10, -1, -2, -1.5, 5, 5, -2

Compounds shown so far containing a nitro group on carbon:
Results follow in this order: GSTO1 inh, Fam108B inh, MCL1 BIM primary, TPT1 inhibitor, GLD-1 RNA inh, MEX-5 binding, PME-1 inh, BCLXL inh, PAD4 inh
CC(C)(C)c1ccc(Cn2cnc(-c3ccc([N+](=O)[O-])cc3)c2)cc1
    -5, 7, -11, 4, 6, 0.9, -6, -3, 0
CCn1c(C)nc([N+](=O)[O-])c1C(=O)O
    -1, 0, -11, 0, -2, 0.9, 1, -5, -5

(cont.)
molecule,GSTO1 inh,Fam108B inh,MCL1 BIM primary,TPT1 inhibitor,GLD-1 RNA inh,MEX-5 binding,PME-1 inh,BCLXL inh,PAD4 inh
Cc1ccc2[nH]c(=O)c(CN(CCN3CCOCC3)C(=O)Nc3ccc(F)cc3)cc2c1,-3,-5,5,-2,-5,1.8,-5,4,2
CCOC(=O)c1c(-c2ccccc2)csc1NC(=O)/C(C#N)=C/c1ccc(O)c(OC)c1,-13,5,-96,178*,-75,1.3,12,-66,-10
COc1ccc(CCNC(=O)c2cnc3n(c2=O)CCS3)cc1OC,6,-4,3,1,-1,-1.6,-4,9,1
Cc1nn(-c2ccccc2)c(Cl)c1C(=O)Nc1ccc(N2CCOCC2)cc1,6,1,3,1,5,0.2,2,1,-4
COc1cc(OC)cc(C(=O)N[C@H](C(=O)NCc2cccs2)C(C)C)c1,2,-1,5,0,2,-1.0,0,2,-7
COc1ccccc1CNC(=O)CCNS(=O)(=O)c1cc(Br)cnc1N,2,3,-6,-3,-4,-1.4,1,3,3
CCC(C)N(C)C(=O)c1cc2ccccc2c(-c2ccccc2Cl)n1 (configuration not stated),-1,-4,6,0,4,-4.4,17,-5,-10
CC(/C=C/c1ccccc1)=N/O,1,-3,2,-1,0,1.4,-2,3,-3
Cc1ccc(S(=O)(=O)N(C)c2ccc(OCC(=O)Nc3cccc(-n4cnnn4)c3C)cc2)cc1,2,-4,-1,-2,-3,0.0,22,3,1
Cn1c(=O)[nH]c(=O)c2c1nc(SCC(=O)O)n2Cc1ccccc1,0,1,-12,-2,4,-0.4,1,-22,1
O=C(Nc1cc(Cl)ccc1Oc1ccccc1)c1ccc(F)cc1,-4,-1,-2,-1,-3,-0.5,-9,1,2
COCCc1ccc(OCC(O)CNC(C)C)cc1 (configuration not stated),-2&4,-1&5,0&-1,-4&2,3&-2&3,-3.0,-2&6,3&-5,3&4&-1
COc1ccc(N2CCN(C(=O)CSc3nnc4ncccn34)CC2)cc1,4,1,4,-1,2,-1.2,4,0,-6
NC(=O)CSc1nnc(Cn2c(=O)sc3ccccc32)n1-c1cccc(Cl)c1,3,1,3,2,10,0.6,6,-3,-1
CC(C)Oc1snc(Cl)c1C(N)=O,3,-7,4,-1,1,2.8,2,5,0

This is a subset (hit frequency here may not be typical).
